ELG1 genotoxic: genotoxicity induction in ELG1-luciferase HEK293T cells; AID 504466; Potency, µM (series often up to 46 µM), for the others: at the top dose activity change, positive = activation, most hits filed as activators; actives 1.3% (n = 330,000); HEK293T ELG1-luciferase reporter, luminescence, 16 h; further: potency means the concentration at half of the fitted maximal effect; % of control where 0% means no effect; nearly all actives have a fitted effect of over 60% in size
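Quantitative HTS format in 1536-well plates. HEK293T ELG1-luciferase reporter cells receive test compound and are incubated 16 hr at 37 °C, 5% CO2; ONE-Glo added, 30 min room temperature, then luminescence read.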
S-ASM inh: human S-ASM enzyme inhibition; placental ASM, HMU-PC fluorogenic substrate, 60 min; Potency, µM (top dose mostly 57.5 µM), inactives show at the highest dose activity change, negative = inhibition, usual class: inhibitors; actives 0.006% (n = 340,000); AID 504937; further: potency means the concentration at half of the fitted maximal effect
Target sequence (P17405 47-631 limits assumed): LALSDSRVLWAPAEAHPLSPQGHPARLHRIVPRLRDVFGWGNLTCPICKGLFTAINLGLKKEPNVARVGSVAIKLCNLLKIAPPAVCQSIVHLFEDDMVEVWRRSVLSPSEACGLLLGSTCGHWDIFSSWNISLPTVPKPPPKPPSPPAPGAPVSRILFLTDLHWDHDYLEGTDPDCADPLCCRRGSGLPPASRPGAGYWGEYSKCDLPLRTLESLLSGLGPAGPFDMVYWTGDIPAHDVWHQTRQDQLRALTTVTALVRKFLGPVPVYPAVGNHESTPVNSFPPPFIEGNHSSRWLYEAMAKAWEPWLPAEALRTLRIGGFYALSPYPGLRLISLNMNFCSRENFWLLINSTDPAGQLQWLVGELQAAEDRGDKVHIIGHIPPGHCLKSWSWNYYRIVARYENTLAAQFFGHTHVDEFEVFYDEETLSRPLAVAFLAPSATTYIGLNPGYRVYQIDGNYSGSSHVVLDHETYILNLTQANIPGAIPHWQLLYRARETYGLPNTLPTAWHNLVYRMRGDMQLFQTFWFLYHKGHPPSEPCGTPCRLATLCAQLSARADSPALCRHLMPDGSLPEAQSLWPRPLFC
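Steps: dispense placental human ASM, pin compound, wait 10 min at room temperature, add HMU-PC0 substrate at 9 uM final, incubate 60 min at 37 °C, add stop solution raising pH to 10, read fluorescence.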
Integrin act MD: activators of alpha7 integrin expression for muscular dystrophy; AID 624291; alpha7betagal myoblasts, beta-gal FDG fluorescence, 48 h; actives 0.064% (n = 350,000); Potency, µM (highest dose often 38.3 µM), without a hit: top-dose activation, hits mostly activators;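 further: potency means the concentration at half of the fitted maximal effect; 100% = response of the positive control SU9516; nearly all actives have a fitted effect of over 60% in size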
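alpha7betagal+/- myoblasts (passage 13, 250/well) treated 48 h at 37C with compounds at 1:260 dilution of DMSO stock. Lysed, then beta-galactosidase activity read as FDG fluorescence (ex 480/em 540) after 30 min, with pre-read for autofluorescence.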
TRPV1 agonist: human TRPV1 agonism. TRPV1-expressing cells, Fluo-8 calcium influx, agonist mode. activation, % at 8.33 µM. actives 0.19% (n = 320,000); in the data active means activation above about 80%; inconclusive means between about 30% and that limit; further: 0% is about no effect
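TRPV1-expressing cells were cultured overnight at 35.5C and loaded with Fluo-8 calcium dye for 40 to 90 min at room temperature. After a 10 s baseline, compound was added and calcium influx was read kinetically for 3 min (ex 480/em 520 nm).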
USP2a inh: USP2a (human) protease inhibition; O75604; USP2 core, Ub-CHOP2 coupled fluorogenic reporter, 485/531; Potency, µM (doses to about 38.3 µM), for the others: top-dose activity change, negative = inhibition, most hits filed as inhibitors; actives 0.01% (n = 330,000); AID 463254;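 further: potency means the concentration at half of the fitted maximal effect; plate controls were DMSO wells for no effect and full inhibition by NEM control for full effect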
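Deubiquitinase activity read as fluorescence (485/531 nm) after Ub-CHOP2 cleavage activates the enterokinase reporter on its substrate; USP2 core 10nM, Ub-CHOP2 and substrate 25nM each, 30min compound preincubation then 60min RT; data normalized to NEM, curves fitted.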
Eya2 phos inh: inhibitors of human Eya2 phosphatase activity; recombinant Eya2, OMFP fluorescence dephosphorylation (OMFP is methylfluorescein phosphate); Potency, µM (series often up to 76.9 µM), for the others: at the top dose activity, negative = inhibition, actives largely listed as inhibitors; actives 0.006% (n = 330,000); AID 488837; further: potency means the concentration at half of the fitted maximal effect; on the % scale 0 is the no-effect control and ±100 the full control effect
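Eya2 protein (added as 0.2 uM solution) was preincubated with compound for 10 min at ambient temperature in 50 mM HEPES pH 7.5, 50 mM NaCl, 5 uM MgCl2, 0.05% BSA, 1 mM DTT. OMFP (added at 50 uM) then reacted 10 min; fluorescence read at 485/525 nm.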
uPA generation: blocks generation of uPA at the cell surface; cell surface uPA generation assay, qHTS; Potency, µM (top dose mostly 38.3 µM), for inactives: at the highest dose activity change, negative = inhibition, actives largely listed as inhibitors; actives 0.31% (n = 330,000); active means well fitted inhibition curve with a large enough effect; inconclusive means small, poorly fitted or top-dose-only effect; inactive means no such curve, though single readings can be large or run the other way; tested in mouse RAW 264.7 cells; further: potency means the concentration at half of the fitted maximal effect; on the % scale 0 is the no-effect control and ±100 the full control effect; nearly all actives have a fitted effect of over 55% in size
p53 reactivator: mutant p53 re-activation in reporter cells; H1299 p53-A138V BP100-luciferase reporter, luminescence, 24 h; Potency, µM (highest dose often 92.2 µM), inactives show top-dose activity change, positive = activation, usual class: activators; actives 0.063% (n = 320,000); AID 504706; further: potency means the concentration at half of the fitted maximal effect; % of control where 0% means no effect; nearly all actives have a fitted effect of over 45% in size
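H1299 (p53-null), stable ts p53-A138V + BP100-Luc; 1000 cells/well, Opti-MEM/10% FBS; cpd 4 pt, 1:5; 24 h, 37 deg C, 5% CO2; detection reagent 10 min RT; luminescence.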
B2AR arrestin: beta2AR (human) beta-arrestin recruitment activity. Potency, µM (highest dose often 46.1 µM), without a hit: at the highest dose activation, most hits filed as activators. actives 0.02% (n = 330,000). P07550. beta-arrestin recruitment to beta2AR, cell-based reporter. AID 492947;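 further: potency means the concentration at half of the fitted maximal effect; 0% = DMSO controls and full agonism = EC100 isoproterenol or metaproterenol; nearly all actives have a fitted effect of over 65% in size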
BRCA1 expr act: activators of BRCA1 expression; MCF7-BRCA1-FFLuc reporter, luminescence, 48 h; response scale: scaled: vehicle 0%, 10 µM genistein 100%; Potency, µM (top dose mostly 46.1 µM), for the others: top-dose activation, hits mostly activators; actives 1.1% (n = 380,000); further: potency means the concentration at half of the fitted maximal effect; nearly all actives have a fitted effect of over 80% in size; some results filed as inactive show a strong effect at the top dose
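MCF7-BRCA1-FFLuc cells, 2000/well in phenol-red-free MEM, attached 2 h then treated 48 h at 37 C. Luciferase luminescence read 15 min after reagent; normalized to genistein maximum activation (10microM) and DMSO, concentration-response fitted.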
TSG101-PTAP inh: blocks PTAP/TSG101 interaction to inhibit HIV-1 budding | Q99816 | Fluorescence polarization, FITC-PTAP peptide / Tsg101 binding | Potency, µM (series often up to 115 µM), for the others: at the top dose activity change, negative = inhibition, hits mostly inhibitors | 340,000 tested, under 10 active | AID 493005; active means well fitted inhibition curve with a large enough effect in the main read-out, with a control signal flat, not every such curve was filed as active; inconclusive means small, poorly fitted or top-dose-only effect, or effect the other way, or a change in a side signal; inactive means no such curve, though single readings can be large or run the other way; further: potency means the concentration at half of the fitted maximal effect; % of control where 0% means no effect
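FP read-out: FITC-PTAP peptide, 50 nM final, binding Tsg101 binding domain, 10 uM final; 20 min, r.t.; 10 mM HEPES pH 7.5, 0.15 M NaCl, 0.01% Tween 20, 3 mM EDTA, 0.1 mM TCEP.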
An asterisk follows results filed as active; ? = inconclusive; · = not tested or not shown; [ ] = another dose, or the depositor's remark. Unless noted, the call rests on the fitted dose curve; in most records, active means well fitted curve in the direction sought with a large enough effect; inconclusive means small, poorly fitted or top-dose-only effect, or another doubt; inactive means no such curve, though single readings can be large; an effect the other way counts as inactive or inconclusive.

nr	structure	ELG1 genotoxic	S-ASM inh	Integrin act MD	TRPV1 agonist	USP2a inh	Eya2 phos inh
1	CC12CCC(C(=O)N(CC3CO3)C1=O)C2(C)C (configuration not stated)	1%	4%	34%	-2	1%	-15%
2	CCOC(=O)c1[nH]c(C)c(C(=O)N2CCN(c3ccccc3OC)CC2)c1C	2%	2%	?	6	1%	-1%
3	Cc1ccc(CN(C)C(=O)c2ccc(S(=O)(=O)N(C)c3ccccc3)cc2)o1	-3%	4%	-30%	22	2%	-26%
4	COC(=O)C(CSCc1ccccc1)NC(=O)CSc1nc(N)cc(=O)[nH]1 (configuration not stated)	1%	6%	28%	-2	-2%	-15%
5	Cc1nnc(SCCN2C(=O)c3ccccc3C2=O)nc1C	·	0%	38%	·	·	·
6	Cc1ccc(NC(=O)CSc2ccc(-c3cccnc3)nn2)c(C)c1	4%	-2%	14%	0	-1%	9%
7	CN(C(=O)CCCN1C(=O)c2ccccc2C1=O)C1CCCCC1	8%	0%	-17%	3	1%	7%
8	N/C(=N\OC(=O)c1ccc(Cl)cc1)c1ccn[nH]1	2.6µM*	0%	-2%	0	0%	-1%

nr	uPA generation	p53 reactivator	B2AR arrestin	BRCA1 expr act	TSG101-PTAP inh
1	·	4%	0.1%	-1%	-1%
2	-4%	-8%	-0.9%	6%	-1%
3	4%	2%	0.1%	-45%	-5%
4	6%	-2%	-0.5%	-1%	-5%
5	4%	·	·	8%	-1%
6	-1%	-9%	0.2%	-4%	-3%
7	-11%	?	0.0%	4%	1%
8	?	19%	0.6%	14%	-4%

Copied from the list.
TRPV1 agonist, no. 8 → 0
TRPV1 agonist, no. 2 → 6
uPA generation, no. 5 → 4%
p53 reactivator, no. 6 → -9%

(cont.)
nr	structure	ELG1 genotoxic	S-ASM inh	Integrin act MD	TRPV1 agonist	USP2a inh	Eya2 phos inh
9	COc1cc(NC(=O)c2sc3ncn(CC(=O)N4CCC(C)CC4)c(=O)c3c2C)cc(OC)c1OC	1%	-1%	11%	-4	-1%	-8%
10	CSc1ccc(C(=O)NC2CCSc3ccccc32)cc1 (configuration not stated)	5%	12%	12%	22	-5%	-12%
11	Cc1c(OCc2ccccc2)c(=O)ccn1Cc1ccc(Cl)cc1	-12%	-14%	4%	8	-9%	-7%
12	CCN(CC(=O)Nc1cc(Cl)ccc1C)C(=O)C1COc2ccccc2O1 (configuration not stated)	0%	-1%	-27%	8	1%	4%
13	CCN1/C(=C\C(=S)Nc2ccccc2)Sc2ccccc21	?	-16%	-34%[inhibitor]	3	-2%	7%
14	C=CCNC(=O)COCc1cc(-c2ccc3c(c2)OCO3)on1	7%	0%	-22%	6	0%	-8%
15	COCCN1C(=O)C(O)=C(C(C)=O)C1c1ccc(F)cc1 (configuration not stated)	7%	1%	-7%	-4	-2%	6%
16	COc1ccc(-n2cnc3c(sc4nc(N5CCOCC5)c5c(c43)CCCC5)c2=O)cc1	11%	-3%	-49%[inhibitor]	-4	0%	-2%
17	Cc1ccc2cc(C)c3nnc(SCC(=O)Nc4nc5c(s4)CCCC5)n3c2c1C	0%	-13%	13%	·	2%	-3%

nr	uPA generation	p53 reactivator	B2AR arrestin	BRCA1 expr act	TSG101-PTAP inh
9	0%	-7%	0.2%	-37%	0%
10	1%	1%	-0.1%	29%	-3%
11	6%	-2%	-0.3%	-73%	-2%
12	-15%	4%	0.3%	-25%	0%
13	-2%	9%	-0.8%	-43%	-2%
14	0%	20%	-0.3%	?	1%
15	1%	5%	0.0%	-5%	1%
16	-2%	-2%	0.2%	-23%	-1%
17	·	-4%	-0.2%	-18%	-6%

7 compounds from above, ordered by the value under S-ASM inh, high to low.
No.	structure	S-ASM inh
15	COCCN1C(=O)C(O)=C(C(C)=O)C1c1ccc(F)cc1 (configuration not stated)	1%
14	C=CCNC(=O)COCc1cc(-c2ccc3c(c2)OCO3)on1	0%
9	COc1cc(NC(=O)c2sc3ncn(CC(=O)N4CCC(C)CC4)c(=O)c3c2C)cc(OC)c1OC	-1%
16	COc1ccc(-n2cnc3c(sc4nc(N5CCOCC5)c5c(c43)CCCC5)c2=O)cc1	-3%
17	Cc1ccc2cc(C)c3nnc(SCC(=O)Nc4nc5c(s4)CCCC5)n3c2c1C	-13%
11	Cc1c(OCc2ccccc2)c(=O)ccn1Cc1ccc(Cl)cc1	-14%
13	CCN1/C(=C\C(=S)Nc2ccccc2)Sc2ccccc21	-16%

4 compounds from above, limited to ELG1 genotoxic:
#	smiles	ELG1 genotoxic
6	Cc1ccc(NC(=O)CSc2ccc(-c3cccnc3)nn2)c(C)c1	4%
7	CN(C(=O)CCCN1C(=O)c2ccccc2C1=O)C1CCCCC1	8%
8	N/C(=N\OC(=O)c1ccc(Cl)cc1)c1ccn[nH]1	2.6µM*
9	COc1cc(NC(=O)c2sc3ncn(CC(=O)N4CCC(C)CC4)c(=O)c3c2C)cc(OC)c1OC	1%

From PubChem BioAssay
